HTR5A inv ctr: HTR5A inverse agonism, opioid heterodimer counter-screen | HTR5A cell line, luminescence | inhibition, % at 9.3 µM | hit rate 0.083% among 340,000 | AID 504634; in the data active = inhibition mostly above about 23%, no sharp cut-off; inactive = mostly below about 18%;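 also: 0% = cells with DMSO and 100% = no-cell wells with DMSO; some compounds called inactive have numbers as strong as hits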
Target sequence (P47898 whole entry, looked up): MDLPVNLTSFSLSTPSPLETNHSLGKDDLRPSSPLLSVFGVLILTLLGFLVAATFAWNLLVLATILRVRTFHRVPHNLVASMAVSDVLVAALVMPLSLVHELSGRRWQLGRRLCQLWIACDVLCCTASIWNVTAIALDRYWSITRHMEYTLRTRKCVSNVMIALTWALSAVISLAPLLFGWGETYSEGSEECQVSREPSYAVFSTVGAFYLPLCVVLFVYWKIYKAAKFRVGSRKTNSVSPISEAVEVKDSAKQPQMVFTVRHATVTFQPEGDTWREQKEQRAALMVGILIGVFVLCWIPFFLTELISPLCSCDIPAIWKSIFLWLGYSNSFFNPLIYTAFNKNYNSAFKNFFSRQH
OPRM1-OPRD1 ag: agonists of human mu-delta opioid receptor heterodimerization; P35372+P41143; cells, OPRM1-OPRD1 heterodimerization, luminescence; activation, % at 9.3 µM; hit rate 0.3% among 340,000; AID 504326; in the data active = activation above about 18%;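 also: 0% = vehicle-treated cells and 100% = reference agonist; values of inactives mirror those of a sister screen read the other way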
V-ATPase pH: yeast V-ATPase proton transport regulation by pHLuorin; response, % at 10 µM; S. cerevisiae, pHLuorin cytosolic pH fluorescence; AID 504577; hit rate 0.37% among 350,000; in the data active = response mostly above about 7.3%, no sharp cut-off; inactive = mostly below about 5.4%; also: actives read high; inactives centre near 0; some compounds called inactive have numbers as strong as hits; reference of the scale not given here
Keap1 Nrf2 FP: Keap1-Nrf2 (human) interaction inhibition; Q14145; Keap1 Kelch-Nrf2 peptide fluorescence polarization, 1536-well; inhibition, % at 9.4 µM; hit rate 0.15% among 340,000; AID 504523; in the data active = inhibition above about 12%;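 also: human Keap1 Kelch domain with fluorescein labeled Nrf2 9mer peptide probe; 0% = neutral control wells and 100% = peptide positive control; higher means more block of Keap1 binding to Nrf2 peptide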
Target sequence (Q14145 whole entry, looked up, the tested form may be a part): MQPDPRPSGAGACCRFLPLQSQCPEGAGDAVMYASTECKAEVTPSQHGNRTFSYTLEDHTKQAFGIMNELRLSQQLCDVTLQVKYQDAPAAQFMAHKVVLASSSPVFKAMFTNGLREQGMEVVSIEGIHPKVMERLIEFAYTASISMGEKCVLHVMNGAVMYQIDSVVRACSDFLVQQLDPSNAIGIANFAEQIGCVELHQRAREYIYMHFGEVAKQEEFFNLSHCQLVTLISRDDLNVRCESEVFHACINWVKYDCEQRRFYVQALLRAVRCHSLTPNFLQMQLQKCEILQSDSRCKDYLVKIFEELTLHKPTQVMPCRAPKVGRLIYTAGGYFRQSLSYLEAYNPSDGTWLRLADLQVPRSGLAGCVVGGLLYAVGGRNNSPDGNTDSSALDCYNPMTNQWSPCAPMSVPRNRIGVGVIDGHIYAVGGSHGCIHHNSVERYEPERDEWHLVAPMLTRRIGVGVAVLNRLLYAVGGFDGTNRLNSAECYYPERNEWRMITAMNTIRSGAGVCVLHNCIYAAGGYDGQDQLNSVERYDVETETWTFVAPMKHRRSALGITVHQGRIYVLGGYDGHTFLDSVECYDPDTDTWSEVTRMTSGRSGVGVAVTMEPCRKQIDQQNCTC
C-LANA FP: KSHV C-LANA DNA binding inhibition. MBP-C-LANA/FAM-LBS DNA binding, fluorescence polarization. inhibition, % at 9 µM. hit rate 0.078% among 340,000. AID 504423;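 active = highest replicate inhibition at or above 60% at 9 µM, even if other replicates fall short; inactive = all replicates below 60% inhibition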;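 also: 0% = neutral control wells and 100% = 4 µM acridine orange control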
HTR5A ag ctr: activates human HTR5A in OPRM1-OPRD1 agonist counter-screen; HTR5A agonist assay, luminescence, cell-based; activation, % at 9.3 µM; AID 504692; hit rate 0.61% among 340,000; P47898; in the data active = activation mostly above about 9.5%, no sharp cut-off; inactive = mostly below about 7.6%;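 also: 0% = cells with vehicle only and 100% = reference agonist; strong numbers were not always called active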
RTF Ca sens act: cardiac RTF calcium sensitization; P19429+P45379; IANBD-labeled TnC RTF fluorescence at EC20 calcium; 0% EC20 calcium, 100% full calcium; activation, % at 7.2 µM; hit rate 0.24% among 340,000;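 active = activation above the mean over all tested compounds plus 3 SD, cut at about 30% in these data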;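 also: rise in fluorescence read as greater calcium sensitivity of cardiac thin filaments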
RTF Ca sens inh: cardiac RTF calcium desensitization; IANBD-labeled cardiac RTF, Ca2+ fluorescence; inhibition, % at 7.15 µM; hit rate 0.12% among 340,000; AID 493244;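 active = inhibition above the mean inhibition of all tested compounds plus 3 SD, cut at about 17% in these data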;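 also: assay run at fixed EC70 calcium of 1.6 mM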
OPRM1-OPRD1 inv: inverse agonist of human OPRM1-OPRD1 heterodimerization; P35372+P41143; cell-based MOR-DOR heterodimer luminescence, inverse agonism; inhibition, % at 9.3 µM; hit rate 0.21% among 340,000; AID 504357; in the data active = inhibition above about 22%, passing the limit was not always enough;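 also: 0% = cells with DMSO and 100% = wells without cells with DMSO; values of inactives mirror those of a sister screen read the other way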
CAL-PDZ inh HTS: blocks peptide binding to the human CAL PDZ domain; Q9HD26; purified CAL PDZ, TMR-peptide fluorescence polarization, 1 h; inhibition, % at 24.9 µM; hit rate 0.92% among 300,000; AID 602252;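 active = mean inhibition of at least 30% with at least half of replicates also reaching 30%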;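 also: 0% = DMSO neutral control and 100% = excess unlabeled competitor peptide PRC23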
The depositor's hits bear a star; / = no result given.

Sequence of screens – OPRM1-OPRD1 inv | RTF Ca sens inh | RTF Ca sens act | Keap1 Nrf2 FP | C-LANA FP | HTR5A inv ctr | OPRM1-OPRD1 ag | V-ATPase pH | CAL-PDZ inh HTS | HTR5A ag ctr
- Cc1ccc(N(Cc2cc(=O)[nH]c3ccccc23)C(=O)c2ccco2)cc1
 : -5 | -6 | 3 | -2 | 0.3 | -20 | 1.0 | 6 | 2 | 3
- CC1(C)CC(=O)c2c(n(-c3cccc4ccccc34)ccc2=O)C1
 : 10 | -1 | 0 | 0 | 0.6 | 11 | -1.7 | 0 | -5 | -4
- CCOC(=O)N1CCN(C(=O)/C=C/c2ccc(OC)c(OC)c2)CC1
 : 8 | 4 | 5 | -3 | -0.8 | 2 | -1.5 | 2 | 0 | -1
- CCn1c(SCC(=O)Nc2cccc(NC(C)=O)c2)nnc1C(C)C
 : 9 | -3 | -2 | 3 | -0.8 | -4 | -1.6 | -2 | -2 | 3
- O=C(Nc1ccc(-n2cccn2)cc1)C1CCN(Cc2ccsc2)CC1
 : 8 | 6 | 0 | -3 | -0.7 | -8 | -2.4 | -3 | -2 | 5
- O=C(Cc1ccc(Br)cc1)NCCCn1ccnc1
 : 11 | 2 | -1 | 3 | -0.5 | -13 | -2.2 | 1 | / | 4
- CC1=NN(C(=O)c2cccc(Cn3nc(C)c([N+](=O)[O-])c3C)c2)C(O)(C(F)(F)F)C1 (stereo not drawn)
 : -5 | 1 | 2 | 1 | 1.4 | 23 | 0.9 | -5 | -1 | 1
- Cc1nc2nc(SCc3ccccc3)[nH]n2c(=O)c1CCC(C)C
 : 8 | -3 | 1 | 2 | 0.7 | 12 | -1.5 | 5 | -3 | 4
- COc1ccc2nc3sc(C(=O)N4CCN(C)CC4)cc3cc2c1
 : 5 | 1 | -4 | 2 | -1.5 | 3 | -1.0 | -2 | / | -2
- O=C(O)c1cc(S(=O)(=O)N2CCOCC2)ccc1N1CCOCC1
 : 10 | -12 | 2 | 4 | -1.6 | -16 | -1.8 | -2 | 1 | -4
- C/C(=N\NC(=O)c1ccc(O)cc1)c1cccc(NC(=O)c2ccccc2C)c1
 : 6 | -5 | -5 | -1 | -0.4 | 9 | -1.2 | -2 | -4 | -3
- COc1ccc(-c2c(C(F)(F)F)nn(C)c2NC(=O)c2ccco2)cc1
 : 6 | -9 | 1 | 1 | -1.7 | -5 | -1.1 | 5 | -4 | 2
- CC(=O)N1CCN(C(=O)c2ccc(C)c(S(=O)(=O)N3CCCCC3)c2)CC1
 : 7 | 1 | -3 | -7 | 0.0 | 5 | -1.8 | -3 | -3 | -2
- C=CCNc1oc(-c2cccc(Cl)c2)nc1C#N
 : 0 | -10 | -4 | 4 | 2.1 | 13 | 0.0 | 0 | -4 | -3
- Cc1ccc(OCC(=O)NC2CC(C)(C)NC(C)(C)C2)cc1C
 : 19 | 7 | -5 | 1 | 2.1 | 0 | -3.8 | -1 | 2 | 6
- CCN(CC)C(=O)[C@H]1C[C@H](CC(=O)NCCCn2ccnc2)C(=O)N2CCc3c([nH]c4ccc(Cl)cc34)[C@]12C
 : 21 | -1 | -6 | -4 | 3.1 | 7 | -4.2 | -2 | 0 | -2
- CCOc1ccc(NC(=O)N(c2ccccc2)c2ccccc2)cc1
 : 5 | -17 | -4 | 2 | 0.7 | 4 | -1.0 | -3 | -5 | -1
- CC(=O)Nc1ccc(NC(=O)CCOc2cc(C)ccc2C)cc1
 : 8 | 7 | 1 | 5 | -1.1 | 1 | -1.5 | 4 | -2 | -1
- C(=N\N1CCN(C2c3ccccc3-c3ccccc32)CC1)/c1ccccn1
 : -8 | -7 | -2 | -4 | -2.1 | -12 | 1.7 | 2 | / | 1
- Cc1ccc(CCNc2ncnc(Cl)c2N)cc1
 : 6 | -5 | 0 | 0 | 2.1 | 6 | -1.3 | 3 | 1 | -1
- Cc1cccc(N/N=C/c2ccncc2)c1
 : 5 | -3 | -4 | -1 | 3.0 | 8 | -1.1 | 0 | 3 | -2
- Cn1c(CCN2CCN(c3ccccn3)CC2)nc2cc(NS(=O)(=O)c3ccc(Cl)cc3)ccc21
 : 17 | -8 | -1 | 0 | -0.8 | -3 | -3.3 | 0 | -5 | 1
- O=C(Nc1ccc(N2CCCC2)cc1)c1cccc(Cl)c1Cl
 : -8 | -2 | 5 | -5 | 9.5 | -12 | 1.5 | -1 | 4 | 3
- CCOCCc1nnc(NC(=O)CS(=O)(=O)c2ccc(C)cc2)s1
 : 16 | -9 | 5 | -12 | 0.8 | -10 | -3.1 | -5 | 93* | 4
- C=CCN1C(=O)c2ccc(C(=O)N(CC(C)C)c3c(N)n(CCCC)c(=O)[nH]c3=O)cc2C1=O
 : 10 | -4 | 0 | -1 | 0.0 | 0 | -1.6 | -3 | -2 | 0
- Cc1ccc(C(=O)N2CCCc3ccccc32)c(F)c1F
 : -2 | 2 | -5 | 5 | -0.9 | -8 | 0.5 | -5 | -5 | 2
- CCCCCCSc1ccc(-c2nc3cnccn3c2NCCCC)cc1
 : -11 | -16 | 7 | -6 | 1.9 | -4 | 2.0 | -5 | 3 | 3
- CCc1cccc(NC(=O)Nc2cccs2)c1
 : 2 | 2 | -2 | 1 | 1.3 | -11 | -0.3 | 3 | -5 | -1
- CC(C)COC(=O)/C(C#N)=C/c1c[nH]c2ccccc12
 : -70 | -7 | 7 | 2 | -0.9 | 21 | 11 | 2 | 0 | -3
- C[C@@H]1COC(=O)[C@@H](CC(=O)OC(C)(C)C)C/C=C\C[C@@H](CC(=O)N(CCO)Cc2ccccc2)C(=O)N1
 : 8 | -3 | 3 | 1 | -0.6 | 2 | -1.8 | 1 | -1 | -1
- Cc1nn(CC(=O)NC(C)CCc2ccccc2)c(=O)c2nn(-c3ccccc3)c(C)c12 (stereo not drawn)
 : 5 | 4 | 0 | -5 | 0.0 | -9 | -1.0 | 1 | / | 2
- Cc1cccnc1NC(=O)c1ccc(OCc2c(C)noc2C)cc1
 : 22 | -9 | 2 | 3 | 1.3 | 14 | -4.3 | 1 | -4 | -6
- CCOc1ccc(-n2c(Cc3cc(=O)[nH]c(=O)[nH]3)nnc2SCC(=O)OC)cc1
 : 19 | 0 | -2 | -4 | -1.4 | 4 | -3.7 | -1 | -4 | -1
- COC(=O)c1nc(NC(=O)c2ccccc2Cl)n[nH]1
 : 17 | -3 | -5 | -4 | -0.5 | 5 | -3.5 | 2 | -2 | -2
- Cc1ccc(-n2c(C)cc(C=C(C#N)C#N)c2C)cc1
 : -5 | -13 | -11 | -4 | 2.1 | -14 | 0.9 | -4 | -2 | 3
- CNS(=O)(=O)c1cccc(C(=O)NNC(=O)CN(C)S(=O)(=O)c2ccc(Cl)cc2)c1
 : -13 | -10 | 4 | -5 | 0.7 | -23 | 2.1 | -2 | -3 | 8
- Cc1cccc(CN(C)C)c1CC(O)(c1ccccc1)c1ccccc1
 : 0 | 2 | -7 | 2 | -1.1 | 3 | 0.1 | 1 | 4 | -1
- O=C(CCc1ccccc1)NCCc1cccs1
 : 12 | 5 | -1 | 2 | -0.2 | -1 | -2.6 | -5 | 1 | 1
- Cc1cccc(NC(=O)CCS(=O)(=O)c2cc3c(cc2Cl)NC(=O)CO3)c1
 : 14 | -7 | 1 | 0 | -0.4 | 5 | -2.7 | 8 | 1 | 2
- COc1ccc(CCNC(=O)COC(=O)c2cc(Cl)nc(Cl)c2)cc1
 : 11 | 1 | 2 | 2 | -1.1 | -20 | -2.6 | -1 | 0 | 8
- O=S(=O)(C/C(=C/CO)S(=O)(=O)c1ccccc1)c1ccccc1
 : 5 | -10 | 1 | -51 | -0.2 | -7 | -1.1 | 3 | -2 | -4
- O=C(Nc1ccncc1)c1cc(-c2ccccn2)nc2ccc(Br)cc12
 : 4 | -7 | -3 | -1 | 1.7 | 16 | -0.7 | 1 | -2 | -5
- O=C(Nc1cc(Cl)ccc1-n1cncn1)c1cncc(Br)c1
 : -19 | -13 | 1 | -6 | 1.1 | 6 | 3.0 | 7 | 0 | 3
- Cn1cc(CN2CCN(Cc3ccccc3)CC2)c(-c2cccc(Cl)c2)n1
 : -1 | -12 | 3 | 5 | 0.5 | -3 | 0.1 | -1 | 4 | 3
- CCc1nnc(NC(=O)c2ccc(-c3ccc(Cl)cc3)o2)s1
 : 9 | -6 | -1 | -2 | -4.2 | 2 | -1.8 | 2 | -3 | -1
- CCN(CC)C(=O)Oc1nnc(SC(C)C)n1-c1ccc(Cl)cc1
 : -3 | -5 | 0 | 2 | -1.4 | 1 | 0.5 | -4 | -2 | -1
- CC(C)N1C(=O)C(=O)N(CC(=O)N2c3ccccc3NC(=O)CC2C)C1=O (stereo not drawn)
 : 4 | -3 | -6 | 5 | 0.9 | 19 | -0.7 | 5 | -1 | -7
- CCOC(=O)C1(Cc2ccccc2Cl)CCN(C(=O)CN2CCOC2=O)CC1
 : 12 | -22 | -7 | 1 | -0.2 | 2 | -2.0 | 0 | -1 | -1
- O=C(CNC(=O)c1ccco1)OCC(=O)c1ccc([N+](=O)[O-])cc1
 : 11 | 3 | 0 | 1 | 0.9 | 6 | -2.0 | 1 | -6 | -2
- CCOC(=O)Cc1csc(SCn2nnc3ccccc3c2=O)n1
 : 1 | 2 | -1 | -3 | 0.7 | -4 | -0.1 | 0 | -3 | 2

Continuation:
Sequence of screens – OPRM1-OPRD1 inv | RTF Ca sens inh | RTF Ca sens act | Keap1 Nrf2 FP | C-LANA FP | HTR5A inv ctr | OPRM1-OPRD1 ag | V-ATPase pH | CAL-PDZ inh HTS | HTR5A ag ctr
- O=C(COC(=O)Cc1ccccc1F)Nc1ccccc1[N+](=O)[O-]
 : -5 | -9 | 4 | -1 | -1.0 | -6 | 1.1 | 5 | -3 | 2
- CCN1C(=O)c2cccc3c(S(=O)(=O)NCC4CCCO4)ccc1c23 (stereo not drawn)
 : 15 | 0 | 1 | 2 | -0.6 | -4 | -2.9 | -4 | -2 | 1
- O=C(COC(=O)c1ccc(Cl)nc1)NCc1ccc2c(c1)OCO2
 : 9 | 4 | -2 | 3 | 1.8 | -26 | -1.7 | -2 | -2 | 0
- COc1cccc(N2CC(C(=O)Nc3nnc(SCCN4CCOCC4)s3)CC2=O)c1 (stereo not drawn)
 : 7 | 2 | -1 | -1 | 0.4 | 2 | -1.7 | 1 | -2 | -1
- Cc1cccc(Nc2nc(N)c(C#N)c(CC#N)c2C#N)c1
 : 3 | 5 | 5 | -4 | 0.4 | -21 | -0.7 | -5 | / | 3
- CC(C)(C)c1ccc2c(c1)OC(C(=O)N/N=C\c1ccccn1)CO2 (stereo not drawn)
 : -6 | 6 | -6 | 0 | 0.3 | -8 | 1.0 | 1 | -2 | 1
- Cc1cc(-n2cnc(-c3cn(C)nc3C)n2)no1
 : 6 | -1 | -3 | -1 | -0.1 | -1 | -1.1 | 2 | 2 | -2
- CCC(=O)N1C(Cc2ccccc2)COC1(C)C (stereo not drawn)
 : 5 | 3 | -4 | 4 | -0.8 | -28 | -0.7 | 2 | -3 | -1
- Cc1ccc(NC(=O)c2ccc3c(c2)OCCO3)cc1C
 : -22 | -4 | 12 | -7 | -0.7 | -6 | 4.0 | -99 | -7 | 2
- C[C@@H]1CN([C@H](C)CO)C(=O)Cc2cc(NC(=O)CCC(F)(F)F)ccc2O[C@@H]1CN(C)C(=O)Nc1ccccc1
 : 8 | 9 | 6 | 0 | 2.0 | -3 | -1.4 | -2 | -1 | 1
- O=C(NCCCN1CCCC1=O)C1CCN(S(=O)(=O)c2c(Cl)cccc2Cl)CC1
 : 13 | 1 | 1 | 6 | 0.6 | 12 | -2.0 | -1 | -1 | 0

Screening results: PubChem BioAssay, several laboratories
